# Assay outcomes deposited in PubChem BioAssay by Fisher Drug Discovery Resource Center.
# mcGAS MS inh: inhibitors of Mus musculus cyclic GMP-AMP synthase, initial high-throughput assay, cell-free, RapidFire MS; Q8C6L5; hit rate 0.18% among 130,000; inhibition, % at 12.5 µM; recombinant mouse cGAS, cGAMP by RapidFire MS; AID 1259397, 2018;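 active = inhibition of cGAS enzyme activity at or above 60%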;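 note: enzyme stimulated by 45 bp dsDNA with ATP and GTP substrates; cGAMP share of summed cGAMP plus half ATP and half GTP signals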
# Target sequence (Q8C6L5 whole entry, looked up): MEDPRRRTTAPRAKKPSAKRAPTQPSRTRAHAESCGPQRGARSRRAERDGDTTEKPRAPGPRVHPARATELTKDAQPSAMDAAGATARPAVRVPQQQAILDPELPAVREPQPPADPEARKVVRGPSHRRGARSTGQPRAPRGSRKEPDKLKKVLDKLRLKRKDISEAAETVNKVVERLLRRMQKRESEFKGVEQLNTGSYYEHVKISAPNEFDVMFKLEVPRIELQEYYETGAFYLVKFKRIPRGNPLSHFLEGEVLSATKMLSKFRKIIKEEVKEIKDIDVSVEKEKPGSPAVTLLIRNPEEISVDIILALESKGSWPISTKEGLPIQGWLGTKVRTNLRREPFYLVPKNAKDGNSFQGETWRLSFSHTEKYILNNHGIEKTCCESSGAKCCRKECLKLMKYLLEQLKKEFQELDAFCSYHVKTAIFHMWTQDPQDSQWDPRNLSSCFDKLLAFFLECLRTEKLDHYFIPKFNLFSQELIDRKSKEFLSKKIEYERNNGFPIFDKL
# Active calls of the source: *; & = joins results of further samples. The list is partial. The share of hits here may be higher or lower than overall.
# Start of the listing, in advance (two entries):
canonical_smiles	mcGAS MS inh
COc1ccc(CC2c3c(cnn3C)C(=O)N2CC2CCOCC2)cc1 (stereo unspecified)	4
O=c1c(Cl)c(Cl)cnn1-c1ccc(NCC2CCOC2)c(Cl)c1 (stereo unspecified)	-18

# Main list (from the top)
canonical_smiles	mcGAS MS inh
COc1ccc(CC2c3c(cnn3C)C(=O)N2CC2CCOCC2)cc1 (stereo unspecified)	4
O=c1c(Cl)c(Cl)cnn1-c1ccc(NCC2CCOC2)c(Cl)c1 (stereo unspecified)	-18
CNc1cncc(-c2ccc(O)cc2)n1	-9
Cc1ccc(-n2ncc3c(=O)n(NC(=O)c4ccc(C(C)(C)C)cc4)cnc32)cc1	1
CC(Sc1ccccc1F)C(=O)N(C)C (stereo unspecified)	3
CCOC(=O)c1cnc(SC)nc1N1C[C@H]2C[C@H](O)[C@@H](O)C[C@H]2C1	-30
Cn1cc(OCc2ccc(F)cc2)c(=O)cc1C(=O)N1CCc2ccccc21	-2
Brc1cc(CN2CCOCC2)c(-c2ccccc2)s1	-16
Cc1cc(C)nc(NNS(=O)(=O)c2c(F)cc(F)cc2Br)n1	18
NC(=O)c1ccc(CN2CCN(c3ccccc3O)CC2)cc1	1
COC(=O)CCCNC(=O)C12CC3CC(CC(C3)C1)C2	2
On1c(-c2ccco2)nc2c1CCc1nonc1-2	-7
CC1CCCCN1CCNC(=O)c1cc(F)cc(F)c1 (stereo unspecified)	-17
O=C(Cn1nc(C2CC2)c2cnn(-c3ccccc3)c2c1=O)N1CCOCC1	-11
CCCNC(=O)Nc1cc(C)on1	-19
CCc1ccc2nc(NC(=O)N(C)CC(C)(C)O)sc2c1	-14
Oc1oc(-c2ccc(Br)cc2)nc1C=Nc1ccc2ccccc2c1	-8
CC1=C(C(=O)Nc2ccccc2C(F)(F)F)C(c2ccccc2Cl)NC(=O)N1C1CC1 (stereo unspecified)	-2
Cc1nc2ncccn2c1C(=O)N1CCC(c2cc(C(C)C)n[nH]2)CC1	-17
CCOC(=O)C1=C(COC(=O)c2ccco2)NC(=O)NC1CC (stereo unspecified)	-6
Cc1nnc2sc(-c3ccco3)nn12	-7
C=CCN=c1scc(-c2ccccc2)n1N=Cc1ccccn1	-27
CNC(=O)C1CCN(C(=O)COc2cccc(C)c2C)CC1	-3
CCCCS(=O)(=O)N1CCN(c2ccc(Nc3ccccn3)nn2)CC1	-2
Cc1cccc(CN2CCCC3(CCN(C4CCSCC4)C3)C2=O)c1 (stereo unspecified)	-13
Cn1cc(C(=O)Nc2ccc(OC(F)(F)F)cc2)c2[nH]c(=O)n(-c3ccccc3)c(=O)c21	-18
CC(=O)Cn1c(=O)c2c(nc3n(-c4ccc(Cl)cc4)c(C)cn23)n(C)c1=O	-2
Cc1[nH][nH]c(=O)c1CC(=O)N(C)Cc1ccc2nsnc2c1	-14
COc1ccc(C(=O)NCc2nnc(SCC(=O)Nc3nccs3)n2-c2ccc(Br)cc2)c(OC)c1	-1
Cc1nc(SCC(=O)N2CCCCC2)c2c(C)c(C)sc2n1	0
Cc1noc(C)c1N=Nc1ccc(Br)cc1C(=O)O	26
Cc1cccc(NC2=C(n3nnc4ccccc43)C(=O)c3ccccc3C2=O)c1	-8
Cc1cnn(CCCNC(=O)C2CSCN2C(=O)C(C)(C)C)c1 (stereo unspecified)	-3
CN(C)c1ncc(CN2CCCC(N3CCN(Cc4ccc5c(c4)OCO5)CC3)C2)s1 (stereo unspecified)	-6
COc1cc(COc2ccc(-c3nnco3)cc2)ccc1OC(F)F	-6
COC(=O)c1ccc(COC(=O)c2ccc(OC)cc2)cc1	-5
O=C(O)[C@H]1C[C@H](C(=O)NCc2ccccn2)CN(C2Cc3ccccc3C2)C1	-21
Cc1nc(C2CCN(Cc3ccn(-c4ccc(F)cc4)n3)CC2)no1	-14
COc1ccc(NC(=O)CCC2CCCN(C(=O)CCc3c(C)noc3C)C2)cc1Cl (stereo unspecified)	-11
Cc1nc(NC(=O)c2ccccc2C(F)(F)F)sc1C	7
Clc1ccc(-c2nnc(SCc3nnc(-c4ccco4)o3)o2)cc1	-15
Cc1c(C(=O)O)sc2ncnc(N3CC[C@@H](O)C3)c12	-12
Cc1ccc2nc(CNc3nc(-c4cccnc4)nc4c3CCNC4)[nH]c2c1	-3
CCN(CCc1ccccc1)C(=O)c1cn(C)nc1C(F)(F)F	-7
Cc1cccc(N2CCN(CN3C(=O)CC4(CCCCC4)C3=O)CC2)c1C	-5
COc1cccc(/C=N\NC(=O)c2cccc(Cl)c2)c1OS(=O)(=O)c1ccc(C)cc1	-7
CCOC(=O)N1CCC(NC(=O)CC2C(=O)NCCN2Cc2cccs2)CC1 (stereo unspecified)	-6&2
O=C(Cc1ccc(F)cc1)Nc1nnc(-c2cc3ccccc3o2)o1	-7

# A section from further up, for reference:
canonical_smiles	mcGAS MS inh
CN(C)c1ncc(CN2CCCC(N3CCN(Cc4ccc5c(c4)OCO5)CC3)C2)s1 (stereo unspecified)	-6
COc1cc(COc2ccc(-c3nnco3)cc2)ccc1OC(F)F	-6
COC(=O)c1ccc(COC(=O)c2ccc(OC)cc2)cc1	-5
O=C(O)[C@H]1C[C@H](C(=O)NCc2ccccn2)CN(C2Cc3ccccc3C2)C1	-21
Cc1nc(C2CCN(Cc3ccn(-c4ccc(F)cc4)n3)CC2)no1	-14
COc1ccc(NC(=O)CCC2CCCN(C(=O)CCc3c(C)noc3C)C2)cc1Cl (stereo unspecified)	-11
Cc1nc(NC(=O)c2ccccc2C(F)(F)F)sc1C	7
Clc1ccc(-c2nnc(SCc3nnc(-c4ccco4)o3)o2)cc1	-15
Cc1c(C(=O)O)sc2ncnc(N3CC[C@@H](O)C3)c12	-12
Cc1ccc2nc(CNc3nc(-c4cccnc4)nc4c3CCNC4)[nH]c2c1	-3
CCN(CCc1ccccc1)C(=O)c1cn(C)nc1C(F)(F)F	-7
Cc1cccc(N2CCN(CN3C(=O)CC4(CCCCC4)C3=O)CC2)c1C	-5
COc1cccc(/C=N\NC(=O)c2cccc(Cl)c2)c1OS(=O)(=O)c1ccc(C)cc1	-7
CCOC(=O)N1CCC(NC(=O)CC2C(=O)NCCN2Cc2cccs2)CC1 (stereo unspecified)	-6&2
O=C(Cc1ccc(F)cc1)Nc1nnc(-c2cc3ccccc3o2)o1	-7

# Going on with the list.
canonical_smiles	mcGAS MS inh
COc1ccc(C(C)=O)cc1CN1C(=O)CON=C1c1ncccc1C	-6
CCOC(=O)CSc1ccc(NC(=O)C(C)C)nn1	5
CN1CC2(CCN(C(=O)c3ccc(Oc4ccccc4)o3)C2)OC1=O (stereo unspecified)	-8
Cc1cc(C(=O)NNC(=O)c2ccc(F)c(F)c2)c(C)o1	-3
C=CCNc1nc(Nc2ccc(I)cc2)nc(N2CCOCC2)n1	-5
CCOC(=O)c1[nH]c(C)c(C(=O)N2CCCC(C(=O)c3ccc(OC)c(F)c3)C2)c1C (stereo unspecified)	-6
CC(C)C1CC(C)(c2csc(N)n2)OC1=O (stereo unspecified)	-2
CCCc1nnc2sc(C3CCCN(c4ccccn4)C3)nn12 (stereo unspecified)	-21
O=C(NCc1nnnn1-c1ccccc1)C1CC2(CCNCC2)CN1 (stereo unspecified)	-17
Cn1cccc1C=CC(=O)Oc1ccc2ccc(=O)oc2c1	1
Cc1noc(C)c1CNC1CCN(C)CC1	-15
CCCNC(=O)N1CCN(c2ccc(-c3ccccc3)cc2)C(=O)C1C (stereo unspecified)	-7
Cc1cc(C(=O)Nc2ccc(N3CCCC3)cc2)c(C)n1-c1nccs1	-18
OC1CCc2c(OCc3ccccc3)cccc21 (stereo unspecified)	-13
Cc1cccc(Cn2c(N3CCN(CCC(C)C)CC3)nc3c2c(=O)[nH]c(=O)n3C)c1	-5
Cc1noc(C(NS(=O)(=O)c2ccc(C)c(C)c2)c2ccccc2)n1 (stereo unspecified)	-5
COc1cccc(CCNC(=O)c2cn(C)nc2OC)c1	-17
O=C(NCC#Cc1ccccc1)C1(c2ccc(Cl)cc2)CC1	-10
O=C(NNc1ccccc1Br)Nc1ccccc1	6
Nc1nnc(SCc2ccccc2Cl)s1	-12
O=S(=O)(c1ccc(Br)cc1)N1CCC2(CC1)OCCO2	-10
O=C1CCCN1C1CCN(CCc2nc3ccc(F)cc3[nH]2)CC1	13
CCCn1c(=O)c2c(nc3n(CC(=O)OCC)c(C)cn23)n(C)c1=O	-3
CCn1nc(C)c(NC(=O)CN(C)C(C)c2ccon2)c1C (stereo unspecified)	-18
CN(CCc1ccccn1)C(=O)CCC1CCCN(C(=O)c2ccc3c(c2)OCO3)C1 (stereo unspecified)	6
COc1ccccc1-c1cc(C(=O)O)nc2cc(-c3ccc(Cl)cc3)nn12	-4
O=C(N/N=C\c1ccccc1Cl)c1ccc(=O)[nH]n1	-5
CCOC(=O)N[C@H]1C[C@@H](C(=O)NCc2cccc(Cl)c2)N(C)C1	-12
COc1ccc(Br)c(Cn2c(C)c(C(=O)NCc3ccc(F)cc3)sc2=O)c1	-5
OCc1cc(C(O)CNCCCCCCOCCCCc2ccccc2)ccc1O (stereo unspecified)	-12
CC(c1ccc(S(C)(=O)=O)cc1)N(C)Cc1noc(C(C)(C)C)n1 (stereo unspecified)	-14
Cn1c([N+](=O)[O-])cnc1COC(N)=O	-9&-1&2
OC(c1ccccc1)C1CCN(CCc2ccccc2)CC1 (stereo unspecified)	-15
CC1=CC(C)(C)N2C(=O)C(=O)c3cc(OC(=O)C4CCCO4)cc1c32 (stereo unspecified)	-1
CC(Oc1ccccc1/C=C/c1ccccc1)C(N)=O (stereo unspecified)	-13
CCCS(=O)(=O)NCCc1ncc(C)s1	-2
O=C1CCCCC1Sc1nc2cc(Cl)ccc2s1 (stereo unspecified)	-6
COc1ccccc1-n1cc(CN2CCN(C3CCCCC3)C(CCO)C2)cn1 (stereo unspecified)	-5
COc1ccc(-c2nnc(C(C)Nc3cccc4c3CCCC4)o2)cc1 (stereo unspecified)	-3
O=C(Nc1n[nH]c(C2CCCCC2)n1)N1CCc2c([nH]c3ccccc23)C1	-10
COCCC1CCN(C(=O)c2ccc(NCc3sccc3C)cc2)CC1	-11
CN(CCCC1CCCO1)C1CCC2(CCNCC2)CC1 (stereo unspecified)	1
Cc1cccc(OCC(=O)Nc2sc3c(c2C#N)CCCC3)c1C	5
Cc1ccccc1-c1noc(CCC(=O)NC(C)c2ccccc2-n2cccn2)n1 (stereo unspecified)	-15
C=CCN(CC=C)C(=O)Cn1cnc([N+](=O)[O-])n1	-7
NC(=O)C(OC(=O)CCc1ccc2c(c1)OCO2)c1ccccc1 (stereo unspecified)	2
O=C(c1cnnn1-c1ccccc1Cl)N1CCC(N2CC=CC2)C1 (stereo unspecified)	-11
COC(=O)Cn1c(=O)c2c(nc3n(-c4ccc(OC)cc4)c(C)c(C)n23)n(C)c1=O	-4
CCN1CCN(C(=O)CC2CSc3nc4c(c(=O)n32)CCCC4)CC1 (stereo unspecified)	-5
N[C@H](Cc1ccccc1)C(=O)N1CCCN(Cc2cccs2)CC1	-6
N#CCCn1c(-c2cncs2)nc2ccccc21	-1
O=C1Nc2ccccc2C1=NN=C(C(=O)c1ccccc1)c1ccccc1	-2
COc1cc(C)c(-c2c(-c3ccccc3)ncn2Cc2ncc[nH]2)cc1C	-3
CCOC(=O)c1cnc(N2CC(C)CC(C)C2)[nH]c1=O (stereo unspecified)	-6
COc1cc(Cl)c(C)cc1NC(=O)C1CCCCN1S(=O)(=O)c1ccccc1 (stereo unspecified)	1
CCN(C)C(=O)c1cc(-c2ccc(C)o2)[nH]n1	1

# Other results follow:
canonical_smiles	mcGAS MS inh
O=C(COc1ccccc1)NCCN1C(=O)SC(=Cc2ccc(OC(F)F)cc2)C1=O	-1
COc1ccc(-n2cccn2)c(C2CC(=O)Nc3[nH]ncc32)c1 (stereo unspecified)	-22
CC(C)(C)c1ccc(/C=C/C(=O)Nc2ccc([N+](=O)[O-])cn2)cc1	-3
CCNC(=O)C1(C)CCCN(Cc2ccc(-c3ccccn3)cc2)C1 (stereo unspecified)	-3
CC1(C(=O)NCc2ccc3c(c2)OCO3)CCN1CCc1ccccc1 (stereo unspecified)	-13
COc1ccccc1NC(=O)Nc1ccnn1C1CCN(C(=O)c2ccsc2)CC1	-9
COc1ccccc1CC(=O)Nc1sc2c(c1C(N)=O)CCCCC2	-1
O=c1[nH]nc(CSCc2csc(C3CCCCC3)n2)[nH]1	-13
Cc1ccc(Cc2c(C)[nH]n(-c3nc4ccccc4[nH]3)c2=O)cc1	13
CN=c1scc(-c2ccc(Br)cc2)n1N=Cc1cccc(F)c1	-8
COCCNC(=S)NCCc1cc2c(C)ccc(C)c2[nH]c1=O	3
Nc1nc(Sc2ccc([N+](=O)[O-])cc2)nc2sc3c(c12)CCCC3	-1
CC(NC(=O)C1CCN(Cc2cccc(Cl)c2)CC1)c1ccc(F)cc1 (stereo unspecified)	-4
CCS(=O)(=O)c1nnnn1-c1ccccc1S(C)(=O)=O	-1
O=C(c1c(F)cccc1F)N1CCC(Nc2ccccc2)C1 (stereo unspecified)	-5
N[C@@H]1[C@@H](O[C@@H]2O[C@H](C(=O)O)[C@@H](O)[C@H](O)[C@H]2O)[C@@H](O)[C@@H](CO)O[C@@H]1O	-6
Cc1nc2ncccn2c1C(=O)N1CCCC(Cc2ccc(C(=O)O)cc2)C1 (stereo unspecified)	-13
Cc1ccc(NC(=O)C2CC(=O)N(c3ccc4c(c3)OCCO4)C2)c(F)c1 (stereo unspecified)	-9
Cc1cc2oc3c(c(=O)c2cc1Cl)C(c1ccccc1)N(c1nccs1)C3=O (stereo unspecified)	-4
OC(Cn1nnc2ccccc21)Cn1c2ccccc2c2ccccc21 (stereo unspecified)	46
Cc1ccc(NC(=O)C2CC=CCC2)cc1S(=O)(=O)Nc1ccc(Cl)cc1 (stereo unspecified)	8
Cc1cc(=O)c2nncn2[nH]1	17
CCOc1ccccc1-c1ccc2sc(N)nc2c1	-15
